PfHsp90 set2 – growth inhibition of PfHsp90-expressing yeast, primary screen, antimalarial PfHsp90 inhibitor project, S. cerevisiae, BacTiter-Glo luminescence, single point, set 2; BacTiter-Glo ATP, 48 h; yeast lacking PDR1 and PDR3 efflux regulators; inhibition, % at 9.4 µM; 310,000 compounds, 0.32% hits; AID 504621, 2011;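 active means every replicate shows inhibition above about 80%, whatever the replicate mean, limit read from the data; inconclusive means mean inhibition reaches the set limit but some replicate falls short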;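 further: 0% = DMSO neutral controls and 100% = 20 µM radicicol positive controls; yeast relying on Plasmodium falciparum Hsp90 in place of its own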
Tat export inh – E. coli Tat export inhibitors, primary screen, MC4100, TorA-mCherry reporter, fluorescence, single point | inhibition, % at 10 µM | 340,000 compounds, 0.036% hits;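 active means mean replicate inhibition at least 50% and at least half of replicates individually reaching 50%; inconclusive means only one of the two criteria met; inactive means neither criterion met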;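 further: exported cargo escapes ClpAP degradation while cytoplasmic cargo is degraded and loses fluorescence; 0% = median of neutral control wells and 100% = median of NaSCN control wells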
PKA-R1A activ – activators of PKA-R1A holoenzyme, primary screen, biochemical, fluorescence polarization, Cy5-IP20, bovine R1A, mouse PKAc | cAMP-dependent protein kinase type I-alpha regulatory subunit (Bos taurus) + … | PKA-R1A dissociation; scaled: DMSO 0%, 113 µM cGMP 100% | activation, % at 11.4 µM | 340,000 compounds, 0.083% hits;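 active means percent activation above the mean of all tested compounds plus 3 SD, cut at about 19% in these data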;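 further: higher means more PKAc released from R1A so a rise in polarization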
Pemphigus Ab inh – inhibitors of pemphigus antibody binding to DSG3, primary screen, biochemical, bead-based, flow cytometry, scFv-GFP; DSG3-coupled beads, scFv-anti-DSG3-GFP binding; hits give low values; Desmoglein-3 (Homo sapiens), P32926; 310,000 compounds, 0.48% hits; binding (percent of control), % at 10 µM;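 active means binding more than 3 SD below its plate's average and above zero; inconclusive means below that plate limit but binding exactly zero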;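 further: hits lower antibody fragment binding to DSG3; some compounds called inactive have numbers as strong as hits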
phage Ecoli inh – growth loss of phage-infected E. coli, primary screen, RecBCD inhibitor project, absorbance, with phage, HTS | 360,000 compounds, 0.26% hits | AID 651602, 2012 | inhibition, % at 11.9 µM; in the data active means inhibition above about 11%
MOR-DOR inv ag – inverse agonists of MOR-DOR heterodimerization, primary screen, cell-based, luminescence | cell-based MOR-DOR heterodimer luminescence, inverse agonism | AID 504357, 2011 | 340,000 compounds, 0.21% hits | inhibition, % at 9.3 µM | Mu-type opioid receptor (Homo sapiens) + Delta-type opioid receptor (Homo sapiens), …; in the data active means inhibition above about 22%, passing the limit was not always enough;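 further: 0% = cells with DMSO and 100% = wells without cells with DMSO; values of inactives mirror those of a sister screen read the other way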
Target sequence (P35372 whole entry, looked up): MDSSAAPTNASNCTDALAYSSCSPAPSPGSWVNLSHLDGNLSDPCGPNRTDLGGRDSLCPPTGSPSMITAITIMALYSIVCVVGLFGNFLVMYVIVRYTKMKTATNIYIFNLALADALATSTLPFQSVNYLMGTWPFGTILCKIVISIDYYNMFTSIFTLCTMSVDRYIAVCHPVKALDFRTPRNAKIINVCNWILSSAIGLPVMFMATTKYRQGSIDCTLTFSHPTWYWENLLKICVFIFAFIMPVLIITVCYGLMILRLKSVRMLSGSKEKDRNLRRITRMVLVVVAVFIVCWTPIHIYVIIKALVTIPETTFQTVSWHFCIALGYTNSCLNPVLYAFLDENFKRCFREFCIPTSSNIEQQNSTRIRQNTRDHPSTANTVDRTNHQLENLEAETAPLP
Target sequence (P41143 whole entry, looked up): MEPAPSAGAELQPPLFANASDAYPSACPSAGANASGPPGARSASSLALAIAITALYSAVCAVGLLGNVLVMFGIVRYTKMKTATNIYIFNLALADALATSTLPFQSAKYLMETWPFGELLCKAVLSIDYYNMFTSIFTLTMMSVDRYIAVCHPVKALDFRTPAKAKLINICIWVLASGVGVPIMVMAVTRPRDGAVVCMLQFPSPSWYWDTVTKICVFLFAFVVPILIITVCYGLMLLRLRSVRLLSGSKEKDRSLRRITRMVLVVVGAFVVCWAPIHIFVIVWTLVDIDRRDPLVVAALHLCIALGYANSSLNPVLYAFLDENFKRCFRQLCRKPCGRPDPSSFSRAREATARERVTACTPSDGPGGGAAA
Mot1-301 SUMO – yeast Mot1-301 growth rescue at high temperature, primary screen, SUMOylation pathway inhibitor project, S. cerevisiae, ATP luminescence, 38.5C; S. cerevisiae Mot1-301 growth rescue; percent above DMSO median, 100 means doubled; growth rescue, % at 18.8 µM; 320,000 compounds, 1% hits; AID 2716, 2010;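 active means every valid replicate shows activation above 250% relative to neutral control wells; inactive means the rest, any valid replicate at or below 250%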;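 further: OY570 slx delta 5 strain wells were the positive control but not used for scaling; some compounds called inactive have numbers as strong as hits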
AddAB inh – growth inhibition of E. coli expressing H. pylori AddAB, primary screen, AddAB inhibitor project, absorbance | AID 435030, 2010 | inhibition, % at 11.9 µM | 330,000 compounds, 0.29% hits; in the data active means inhibition above about 12%;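 further: 0% = vehicle wells of infected cells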
E coli growth – E. coli V3065 growth inhibition, primary screen, counter-screen for AddAB inhibitor project, absorbance, OD600; 18 h; inhibition, % at 11.9 µM; 330,000 compounds, 0.27% hits;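 active means inhibition above the campaign's mean inhibition across all tested compounds plus 3 SD, cut at about 9.9% in these data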;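 further: uninfected addAB+ strain grown without phage in ampicillin broth; 0% = DMSO wells and 100% = ciprofloxacin 0.95 µg/ml wells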
Arr AP2 block – inhibitors of beta-arrestin/AP2 binding, primary screen, biochemical, GPCR trafficking, flow cytometry. FITC-arrestin peptide / GST-AP2 beads; AP2 beta2 appendage carries R879A mutation. inhibition, % at 10 µM. 340,000 compounds, 0.31% hits. AID 504490, 2011;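 active means inhibition above a set limit, near 3 SD of compounds lacking own fluorescence, cut at about 54% in these data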;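 further: plate controls were DMSO wells for no effect and 5 µM unlabelled arrestin peptide for full effect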
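Measured by: flow cytometry, FL1 (488/535 nm); Material: AP2 appendage R879A on GSH beads; Evaluation: percent response; Timing: pre-incubation 12 min, peptide binding 1 h, room temperature; Also added: 50 nM FITC-arrestin peptide; Medium: PBS with 0.05% Tween 20 and 0.1% BSA.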
OPRM1-OPRD1 ag – agonists of OPRM1-OPRD1 heterodimerization, primary screen, cell-based, luminescence; Mu-type opioid receptor (Homo sapiens) + Delta-type opioid receptor (Homo sapiens), …; cells; activation, % at 9.3 µM; 340,000 compounds, 0.3% hits; AID 504326, 2011; in the data active means activation above about 18%;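 further: 0% = vehicle-treated cells and 100% = reference agonist; values of inactives mirror those of a sister screen read the other way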
* = called active by the depositor; ? = inconclusive; . = no result given; + = active, no number. Rows were taken by chance; any-hit rate near 2.8%.

Screens in order: PfHsp90 set2	Tat export inh	PKA-R1A activ	Pemphigus Ab inh	phage Ecoli inh	MOR-DOR inv ag	Mot1-301 SUMO	AddAB inh	E coli growth	Arr AP2 block	OPRM1-OPRD1 ag
COc1ccc(C2CC3(CC(C)(C)NC(=S)N3)Oc3cc(O)cc(C)c32)cc1OC (stereo not drawn)
    19	-3	-6	102	4.4	22	7	-0.6	-2.6	-9	-4.5
O=C(Nc1ccn(Cc2ccccc2)n1)c1n[nH]c([N+](=O)[O-])c1Cl
    6	35	7	.	2.3	12	-15	6.2	2.8	-1	-2.3
CN(C)C(=O)N1CCC(C(=O)NC2CCCCCCC2)CC1
    20	-5	-5	98	0.9	-8	-16	-0.4	0.2	6	1.3
CCCCSc1nc2c(cnn2-c2ccc(C)c(C)c2)c(=O)[nH]1
    1	-4	-6	100	0.2	4	3	-2.6	-0.5	8	-0.6
O=C(CCNC(=O)C1CCN(S(=O)(=O)c2ccc(F)cc2)CC1)NCc1ccccc1
    2	-7	2	100	0.8	13	-17	0.6	-1.9	-28	-2.5
COc1ccc(C2C(C(C)=O)=C(O)C(=O)N2CCCn2ccnc2)cc1OC (stereo not drawn)
    3	-2	1	103	2.4	3	-7	4.3	2.4	1	-0.6
O=C(c1ccc2nc(Cc3ccccc3F)oc2c1)N1CC[C@H](O)C1
    -6	-5	7	.	-1.2	10	3	1.5	0.2	-11	-1.9
O=C(O)CSc1nnc(CNc2ccc(Cl)cc2)n1Cc1ccccc1
    .	-3	3	92	2.4	13	-7	3.3	-1.2	-1	-2.5
CC(=O)Nc1ccc(/C(C)=N/NC(=O)c2ccccc2Cl)cc1
    -23	27	-9	96	1.2	19	-3	0.9	-0.3	-4	-3.7
CC(=O)c1cc2c(cc1NC(=O)CCn1cnnn1)OCO2
    18	6	1	121	2.0	-13	5	3.6	-1.5	21	1.6
COc1ccc(NC(=O)CNC(=O)Cn2ccc3ccccc3c2=O)c(OC)c1
    -11	17	9	97	-1.5	-4	-15	1.4	-4.1	4	0.7
O=C1NC(=O)N(c2ccccc2)C1=O
    8	-3	12	112	0.4	4	5	3.4	-1.6	34	-0.8
O=C(CCC1CCCC1)NCc1cccs1
    5	-1	-5	.	2.9	4	-12	0.5	0.0	26	-0.7
Cn1cnc2c1c(=O)n(Cc1ccccc1C#N)c(=O)n2C
    13	10	-7	97	2.3	19	-14	-1.1	-0.7	-1	-4.3
c1ccc(CN2CCN(C3CCCSc4ccccc43)CC2)cc1 (stereo not drawn)
    19	7	4	112	0.7	-75	9	0.2	-2.2	22	15
CCc1ccccc1NC(=O)CN(C)C(=O)COC(=O)c1ccco1
    1	-13	-5	.	-0.5	13	23	-1.0	-1.5	-5	-3.5
Cc1ccc(-c2nn(-c3ccccc3)cc2/C=N/NC(=O)c2ccc3c(c2)OCO3)cc1
    14	-1	-9	96	-1.5	0	-14	2.2	-2.0	18	0.0
Cc1cc(Br)ccc1NC(=O)c1cnc(N2CCN(c3ccccn3)CC2)c2ccccc12
    -36	-2	.	.	3.9	.	+	3.0	-0.8	34	.
Cc1ccc(C)c(C(C)NC(=O)c2ccc(Br)o2)c1 (stereo not drawn)
    .	?	-2	118	3.5	7	-13	0.2	-2.1	-8	-1.5
COc1ccccc1/C=C/C=C1N=C(/C=C/c2ccc(Cl)cc2)OC/1=O
    -8	3	-10	119	3.6	5	3	2.8	-1.2	-8	-0.9
CCOC1(OCC)N=C(N)C2(C#N)C(c3ccc(NC(C)=O)cc3)C12C#N (stereo not drawn)
    -24	-4	12	112	1.3	5	-3	1.9	1.2	22	-0.9
COc1ccccc1/C=C/C(=O)Nc1cccc(S(=O)(=O)NC2=NCCCCC2)c1
    16	2	1	105	2.4	0	273	1.1	0.6	-1	0.0
O=C(C1CCN(S(=O)(=O)c2ccccc2)CC1)N1CCC1
    .	-8	-8	105	3.0	16	0	0.9	0.3	25	-4.0
Cc1cccc(NC(=O)c2cc(=O)n(Cc3ccccc3)c(=O)[nH]2)c1
    -6	2	-8	87	5.1	23	-2	-0.6	1.1	-5	-4.8
CC(C)(C)c1[nH]c2ccccc2c1/C=N/O
    16	-9	1	111	6.3	-7	1	2.4	-0.5	4	1.3
Cc1ccccc1Nc1cc(C(=O)NCC2CCCO2)c2ccccc2n1 (stereo not drawn)
    -20	-4	-8	86	-0.8	-5	202	2.2	-1.2	12	0.9
CCc1c(N)nc(N)nc1Nc1ccccc1C
    0	-4	-7	95	2.7	-105	.	.	.	-4	21*
O=C(Nc1ccc(C(=O)N2CCOCC2)cc1)c1ccccc1[N+](=O)[O-]
    0	-3	3	86	2.8	12	-14	-0.3	0.9	-4	-2.2
COc1ccccc1-c1nc(C#N)c(N2CCN(C(c3ccccc3)c3ccccc3)CC2)o1
    -4	-2	1	.	0.5	9	.	-0.3	-0.4	37	-1.7
CC(=O)N/C(=C/c1ccc(OS(=O)(=O)c2ccc(C)cc2)cc1)C(=O)NCCCO
    .	.	.	106	-2.1	.	0	-1.6	0.7	3	.
CN(C)CCN(Cc1ccccc1)c1nccc(N(C)C)c1C#N
    21	-2	6	102	1.1	1	38	-0.3	-0.6	2	-0.2
O=C1Cc2ccccc2Sc2cc(OCCCN3CCCCC3)ccc21
    -28	-1	-5	93	3.4	16	8	-0.3	0.0	-16	-2.7
Cc1ccccc1OCCC(=O)OCC(=O)Nc1cc(S(=O)(=O)N2CCOCC2)ccc1Cl
    1	8	0	104	0.5	7	-3	1.3	0.1	10	-1.4
CCn1nc(NS(=O)(=O)c2ccccc2)c2cc3ccccc3nc21
    -27	0	0	86	1.1	17	-4	2.4	0.0	-4	-3.4
Nc1nonc1-n1nnc(C(=O)N/N=C/c2c(Cl)cccc2Cl)c1CN1CCOCC1
    -8	-7	-2	102	0.7	2	-4	3.1	-1.8	20	-0.3
N#Cc1ccc(-c2ccco2)nc1SCC(=O)c1ccc(Cl)cc1
    -43	5	11	90	-0.9	-13	-18	0.8	-1.5	5	2.4
CC(C)(C)OC(=O)N(CCc1ccccc1)Cc1ccccc1OCc1ccc(NC(=O)C2CCC2)cc1
    38	6	9	105	3.3	10	.	.	.	36	-2.1
O=C(CSc1nnc(CNc2ccc(F)cc2)n1CC1CCCO1)Nc1ccccc1 (stereo not drawn)
    37	-11	-9	98	2.6	19	2	1.9	0.0	-13	-3.3
COc1cccc(C(=O)NCc2ccc(N3CCN(C(=O)OC(C)(C)C)CC3)cc2)c1
    -4	-5	15	97	0.2	1	-28	2.4	0.5	-8	-0.2
COc1ccc(NS(=O)(=O)c2ccc(N3CCCCC3)c(NC(=O)C(C)NC(N)=O)c2)cc1 (stereo not drawn)
    -6	-9	-5	93	3.8	6	0	0.6	-0.3	-17	-1.3
CN(CC(=O)Nc1ccccc1Sc1ccccc1)C1CCCCC1
    8	11	0	108	2.0	9	6	0.4	-2.7	0	-1.9
CCC(=O)Nc1ccc(NC(=O)/C=C/c2ccc(Cl)cc2)cc1
    0	3	-4	104	4.0	.	43	5.0	1.2	24	.
CC(C)(C)c1ccc(-n2nc(C#N)c(Cl)cc2=O)cc1
    100*	-4	.	104	8.0	.	.	.	.	-7	.
CCOc1ccccc1NC(=O)CSc1nnc(-c2ccncc2)o1
    -4	13	-18	101	3.6	9	18	-0.8	-1.1	-11	-1.4
O=C(NCc1cccs1)C1CCC(CNS(=O)(=O)c2cccs2)CC1 (stereo not drawn)
    .	-2	-1	103	0.1	9	-3	2.0	-0.5	-10	-1.8
COc1ccc(/C=C2\SC(=N)N(c3ccc(F)cc3)C2=O)cc1
    -10	-11	1	92	1.2	5	.	2.0	0.2	5	-1.1
CS(=O)(=O)N1CCN(c2ccc(NC(=O)c3ccc(-c4ccc(Cl)cc4)o3)cc2)CC1
    .	-5	9	88	2.3	-55	-13	-0.2	-0.2	-2	9.6
CCS(=O)(=O)C(C)(CCl)C(=O)Nc1ccc(C(=O)OC)cc1 (stereo not drawn)
    7	-5	-9	.	4.1	0	-4	0.4	-1.1	-18	-0.1
CN(Cc1nccs1)C(=O)c1cc(COc2cccc3cnccc23)on1
    6	0	-5	99	2.1	1	3	0.5	-1.9	0	-0.1
COc1ccc(-c2ccc(C3C(C#N)=C(N)Oc4n[nH]c(C)c43)o2)cc1 (stereo not drawn)
    17	-2	-3	106	-1.0	12	-28	-3.2	0.4	9	-2.6
